RORg inh: blocks mouse ROR gamma transcriptional activity | P51450 | Drosophila S2 Gal4-RORgamma UAS-luciferase reporter, 20 h | Potency, µM (highest dose often 53.6 µM), without a hit: at the top dose activity change, negative = inhibition, most hits filed as inhibitors | 5.4% of 310,000 active; note: potency is the fitted concentration of half-maximal effect; % is set by controls: 0 for no effect and ±100 for the full control effect; nearly all actives have a fitted effect of over 60% in size
Target sequence (P51450 whole entry, looked up, the tested form may be a part): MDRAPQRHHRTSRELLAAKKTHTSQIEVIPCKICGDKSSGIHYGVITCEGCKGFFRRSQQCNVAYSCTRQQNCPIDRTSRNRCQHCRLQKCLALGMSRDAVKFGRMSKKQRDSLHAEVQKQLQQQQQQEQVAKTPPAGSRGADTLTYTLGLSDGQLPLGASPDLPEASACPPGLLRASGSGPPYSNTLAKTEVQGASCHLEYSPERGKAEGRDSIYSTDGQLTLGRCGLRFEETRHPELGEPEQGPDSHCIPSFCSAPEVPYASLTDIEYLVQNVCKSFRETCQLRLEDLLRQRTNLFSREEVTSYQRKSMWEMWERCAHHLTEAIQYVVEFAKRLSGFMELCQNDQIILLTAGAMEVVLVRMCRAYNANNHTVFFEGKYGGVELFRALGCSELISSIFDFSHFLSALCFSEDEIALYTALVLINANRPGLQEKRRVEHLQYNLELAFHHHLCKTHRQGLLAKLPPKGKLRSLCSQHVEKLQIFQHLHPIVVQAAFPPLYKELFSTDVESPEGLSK
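Luminescence from a UAS-regulated Photinus luciferase reporter in stably transfected Drosophila Schneider cells is measured; decreased signal marks ROR gamma inhibition. Fusion expression is induced by 700 uM copper sulfate for 20 hr.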
FLuc counter: counter-screen for miR-21 project: firefly luciferase inhibitors or activators | P08659 | purified FLuc, Km substrates, luminescence inhibition | AID 588342 | 6.9% of 360,000 active | Potency, µM (series often up to 57.5 µM), inactives show top-dose activity change, negative = inhibition, hits mostly inhibitors;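 note: potency is the fitted concentration of half-maximal effect; plate controls were vehicle for no effect and reference inhibitor for full effect; nearly all actives have a fitted effect of over 55% in size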
Target sequence (P08659 whole entry, looked up): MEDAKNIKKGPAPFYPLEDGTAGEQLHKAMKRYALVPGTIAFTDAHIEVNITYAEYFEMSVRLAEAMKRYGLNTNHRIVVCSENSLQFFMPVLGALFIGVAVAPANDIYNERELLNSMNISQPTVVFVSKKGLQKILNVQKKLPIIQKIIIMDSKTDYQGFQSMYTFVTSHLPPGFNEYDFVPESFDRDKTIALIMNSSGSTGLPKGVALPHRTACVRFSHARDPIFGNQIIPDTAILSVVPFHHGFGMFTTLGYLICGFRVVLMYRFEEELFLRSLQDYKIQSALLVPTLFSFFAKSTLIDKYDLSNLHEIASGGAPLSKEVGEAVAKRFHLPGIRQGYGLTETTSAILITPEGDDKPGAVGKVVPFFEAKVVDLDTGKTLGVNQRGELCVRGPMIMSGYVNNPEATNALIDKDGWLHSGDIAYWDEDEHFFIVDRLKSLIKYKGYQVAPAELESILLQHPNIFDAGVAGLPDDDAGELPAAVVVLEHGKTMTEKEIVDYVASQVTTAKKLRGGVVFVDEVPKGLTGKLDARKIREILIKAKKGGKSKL
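Purified P. pyralis luciferase, 10 nM final, with Km-level 10 uM D-luciferin and 10 uM ATP in 50 mM Tris acetate pH 7.5, 10 mM Mg acetate, 0.01% Tween-20, 0.05% BSA; 6-point qHTS titration about 60 µM downward; luminescence read.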
FBPA coupling cs: coupling enzyme interference in Giardia aldolase counter-screen; coupling enzyme system counterscreen, AmpLite Red fluorescence; 0.67% of 290,000 active; activity change, negative = inhibition, % at 58.2 µM, hits read low; AID 2472; in the data active = activity change below about -30%; note: % is set by controls: 0 for no effect and ±100 for the full control effect
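Fluorescence at 525 nm excitation and 598 nm emission measured inhibition of the coupled detection system without aldolase. Compounds (at 57.5 uM final) were preincubated 10 min at room temperature with coupling enzyme reagent before a 20 min substrate/AmpLite Red step.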
Tb PFK inh: T. brucei PFK enzyme inhibition | AID 485367 | T. brucei PFK, ADP-Glo luminescence | Potency, µM (top dose mostly 57.5 µM), without a hit: at the top dose activity, negative = inhibition, actives largely listed as inhibitors | O15648 | 0.17% of 330,000 active;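 note: potency is the fitted concentration of half-maximal effect; 0% = uninhibited 1x PFK enzyme wells and -100% = no-enzyme wells; nearly all actives have a fitted effect of over 60% in size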
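Compounds were pin-transferred as a titration series up to 57 uM into substrate buffer (0.5 mM F6P, 0.1 mM ATP, pH 8.0), then 1.25 nM PFK was added and reactions ran 45 min before ADP-Glo detection.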
Giardia killer: Giardia lamblia killing; 0.15% of 340,000 active; activity change, % at 7.66 µM, hits read low; Giardia lamblia trophozoite viability; in the data active = activity change below about -80%; inconclusive = between about -30% and that limit;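 note: parasites exposed to compound for two days anaerobically before the ATP read; % is set by controls: 0 for no effect and ±100 for the full control effect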
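Luminescence from cellular ATP indicates surviving trophozoites (100 cells/well) following 48 hrs anaerobic compound treatment at 37 deg C; signal develops 15-30 min at room temperature.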
NPC1 promoter act: activators of NPC1 promoter; 2.4% of 320,000 active; Potency, µM (series often up to 9.22 µM), inactives show at the highest dose activation, actives largely listed as activators; Huh7 NPC1 promoter luciferase reporter, 24 h;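 note: potency is the fitted concentration of half-maximal effect; % of control where 0% means no effect; nearly all actives have a fitted effect of over 60% in size; reporter is driven by a mutant NPC1 promoter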
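Huh7 cells stably carrying NPC1 promoter–luciferase, plated in Opti-MEM with 10% FBS for 2 h, were exposed to compound in DMSO for 24 h at 37 °C; luciferase reagent was added for 10 min and luminescence read.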
Rab9 prom act: Rab9 promoter activation; Huh7 Rab9 promoter-luciferase reporter, luminescence, 24 h; Potency, µM (doses to about 9.22 µM), for inactives: top-dose activation, negative = inhibition, most hits filed as activators; 2.8% of 320,000 active; AID 485297; note: potency is the fitted concentration of half-maximal effect; % of control where 0% means no effect; nearly all actives have a fitted effect of over 60% in size
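Huh7 cells stably carrying a Rab9 promoter-luciferase reporter, 1500 cells per well in OP-MEM I with 10% FBS, treated with compound 24 hours at 37C. Luciferase activity read by luminescence after 10 minutes with Amplite reagent.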
KCNH2 3.1 block: blocks the human KCNH2 3.1 channel isoform; AID 720553; 0.95% of 340,000 active; activity change, % (tested at about 1.8 µM); U2OS KCNH2 3.1, thallium flux FluxOr; active compounds read low;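 active = maximum activity change below -70%; inconclusive = maximum activity change from -70% to -50%; inactive = maximum activity change above -50%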;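 note: thallium influx rate constant from kinetic fluorescence after stimulation buffer; % is set by controls: 0 for no effect and ±100 for the full control effect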
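Thallium flux read-out: FluxOr dye with Red40 quencher in HBSS/HEPES, 45 min at RT. Rate constants from kinetic reads were normalized to positive and negative DMSO controls. Cells: U2OS virally expressing the 3.1 isoform.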
VP16 counter: counter-screen for ROR gamma inhibitors: Gal4-VP16 reporter; Drosophila S2 Gal4-VP16 UAS-luciferase, luminescence, 20 h; AID 2546; 3.5% of 310,000 active; Potency, µM (top dose mostly 53.6 µM), for the others: at the highest dose activity, negative = inhibition, usual class: inhibitors;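 note: Gal4-VP16 expression switched on by copper sulfate through the metallothionein promoter; potency is the fitted concentration of half-maximal effect; % is set by controls: 0 for no effect and ±100 for the full control effect; nearly all actives have a fitted effect of over 50% in size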
uPA surface inh: cell surface uPA generation inhibition; cell surface uPA generation assay, qHTS; Potency, µM (highest dose often 38.3 µM), for inactives: at the highest dose activity change, negative = inhibition, actives largely listed as inhibitors; 0.31% of 330,000 active; AID 540303; active = well fitted inhibition curve with a large enough effect; inconclusive = small, poorly fitted or top-dose-only effect; inactive = no such curve, though single readings can be large or run the other way; tested in mouse RAW 264.7 cells; note: potency is the fitted concentration of half-maximal effect; % is set by controls: 0 for no effect and ±100 for the full control effect; nearly all actives have a fitted effect of over 55% in size
ELG1 genotox: genotoxicity induction in ELG1-luciferase HEK293T cells | HEK293T ELG1-luciferase reporter, luminescence, 16 h | Potency, µM (titrated, usually from 46 µM), inactives show top-dose activity change, positive = activation, most hits filed as activators | 1.3% of 330,000 active | AID 504466; note: potency is the fitted concentration of half-maximal effect; % of control where 0% means no effect; nearly all actives have a fitted effect of over 60% in size
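Cells (2,000/well) expressing the ELG1-luciferase fusion are dosed by pin tool and kept 16 hr at 37 °C, 5% CO2. Signal comes from ONE-Glo luciferase reagent after 30 min at room temperature.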
Numbers without * were called inactive; ? = inconclusive; / = not tested or not shown; & = joins results of further samples; [ ] = dose if it differs, or a comment. Unless noted, calls come from the whole dose curve; as a rule, active = well fitted curve in the direction sought with a large enough effect; inconclusive = small, poorly fitted or top-dose-only effect, or another doubt; inactive = no such curve, though single readings can be large; an effect the other way counts as inactive or inconclusive.

SMILES	RORg inh	FLuc counter	FBPA coupling cs	Tb PFK inh	Giardia killer	NPC1 promoter act	Rab9 prom act	KCNH2 3.1 block	VP16 counter	uPA surface inh	ELG1 genotox
COc1ccc(S(=O)(=O)N(C)C(C)CCc2ccco2)cc1 (stereo not given)	9%	-1%	0	-3%	19	1%	-10%	17	4%	11%	-1%
O=C(O)CSc1nc2ccccc2[nH]1	-7%	-1%	4	-1%	-7	-4%	6%	-14	-2%	-1%	-2%
C/C=C(/C)C(=O)Nc1cccc(C2=NOC3(C2)C[C@H](C(N)=O)N(C(=O)c2ccccc2)C3)c1 (stereo not given in full)	-1%	4%	0	-6%	-1	1%	0%	-3	3%	4%	3%
O=C(Cn1c(=O)c2cccn2c2ccccc21)NCCCN1CCCCC1	-19%	-1%	/	-1%	-3	0%	1%	-26	-1%	4%	1%
COc1cccc(/C=C/C(=O)NCc2ccc(S(N)(=O)=O)cc2)c1	6%	-21%	0	3%	-11	-2%	1%	3	0%	-1%	3%
O=C(CSc1nnc2scc(-c3ccccc3)n12)N1CCN(Cc2ccccc2)CC1	8.9µM*	-8%	5	0%	18	0%	-2%	-2	-8%	-4%	-2%
O=S(CCc1ccncc1)Cc1ccccc1 (stereo not given)	-28%	0%	2	-7%	-7	0%	-4%	-39	-1%	1%	0%
CCOc1ccc2nc(NC(=O)Cc3cccs3)sc2c1	?	12µM*	0	0%	-24	?	?	8	?	7%	?
O=C(Cc1cc(=O)[nH][nH]1)N/N=C/c1c(F)cccc1Cl	12%	5%	0	5%	-9	-4%	-3%	-1	-4%	6%	0%
COc1ccc(C2CC(c3ccc(OC)cc3O)=NN2C(=O)c2ccccc2)cc1 (stereo not given)	-1%	4%	-5	3%	9	-4%	5%	-18	0%	8%	0%
O=C(COc1ccccc1)N1CCN=C1c1ccccc1	-2%	-2%	0	-7%	-23	-2%	-1%	7	-2%	2%	1%
O=C(C1CCC(CNS(=O)(=O)c2cccc3cccnc23)CC1)N1CCCC1 (stereo not given)	-3%	-3%	7	5%	-8	-1%	-3%	5	-3%	16%	3%
Cc1ccc(CNC(=O)/C=C/C(=O)O)cc1	-4%	-6%	7	-5%	8	-1%	6%	2	-15%	1%	-1%
O=C(NC1CC1)[C@@H]1CSC2c3ccccc3C(=O)N21 (stereo not given in full)	-8%	0%	-1	-1%	17	1%	-7%	2	-1%	-2%	0%
Nc1cc(C(=O)O)c(Oc2ccc(Cl)cc2Cl)cc1C(=O)O	-29%	-16%	-2	5%	-19	1%	-1%	3	-1%	-1%	0%
Cc1cc(=O)[nH]c(N/N=C/c2ccccc2C(F)(F)F)n1	-10%	-3%	3	-1%	6	-6%	3%	4	19%	-5%	5%
CCn1c(=O)c2c(n3cnnc13)-c1ccccc1CC21CCCCC1	27%[10 µM]	-3%	-3	-2%	-10	-3%	-3%	3	-3%	-2%	-5%
COc1cc(C(=O)Nc2ccc3c(c2)Cc2cc(NC(=O)c4cc(OC)c(OC)c(OC)c4)ccc2-3)cc(OC)c1OC	?	5%	5	9%	-4	-10%	-5%	-13	?	-1%	?
COc1ccccc1N1CCN(C(CNS(=O)(=O)c2ccc(C)cc2)c2cccnc2)CC1 (stereo not given)	31%	1%	-1	-1%	8	-3%	0%	2	4%	4%	-4%
Cn1c(=O)c2c(ncn2CC(=O)N2CCN(S(=O)(=O)c3ccccc3)CC2)n(C)c1=O	-8%	4%	2	-1%	-17	1%	4%	13	4%	-3%	-1%
CCS(=O)(=O)N1CCC(C(=O)NC2CCCCC2)CC1	-20%	2%	0	1%	20	-2%	-4%	-11	0%	7%	-2%
O=C(NCC1CCCO1)c1cccc(NC(=O)c2cccs2)c1 (stereo not given)	7%	-7%	4	-7%	-2	0%	10%	-10	1%	0%	1%
CS(=O)(=O)N(CC(=O)N/N=C/c1cccs1)c1cccc(Cl)c1Cl	-39%	2%	-17	0%	1	0%	0%	-3	-4%	1%	1%
O=C(CCC(=O)Nc1ccc(F)cc1)N/N=C/c1cccs1	-11%	4%	0	1%	-22	1%	4%	-19	21%	-17%	10%
CCN(c1ccccc1)S(=O)(=O)c1ccc(Cl)c(NC(=O)CSc2ncn[nH]2)c1	24%	-2%	5	6%	-20	-2%	-5%	-2	-1%	-1%	-2%
CC(=O)c1ccc(NC(=O)Nc2ccc(NS(=O)(=O)c3ccc(C)cc3)cc2)cc1	?	0%	-1	1%	5	-6%	-3%	-6	-4%	9%	-9%
O=C(N/N=C/C(Cl)=C/c1ccc([N+](=O)[O-])cc1)C(=O)Nc1ccccc1C(=O)O	49%	?	9	6%	13	-2%	2%	-12	?	0%	-3%
COc1ccccc1C(=O)Nc1cccc(-c2cn3ccsc3n2)c1	?	4.3µM*	1	12%	/	9%	13%	/	-6%	/	-7%
CC1=NN(c2ccccc2)C(=O)C1N=Nc1ccc(C)cc1 (stereo not given)	0%	-17%	1	-5%	/	1%	-2%	/	1%	/	1%
COc1cc(/C=N/n2nnnc2N)ccc1OCc1c(C)no[n+]1[O-]	33%	-2%	0	-10%	8	-1%	-4%	11	-6%	1%	-2%
O=C/C(=C\Nc1ccc(Br)cc1)c1nc2ccccc2o1	11%	2%	3	-2%	-6	-1%	-2%	13	7%	9%	2%
CCn1ncc(C(=O)Nc2ccccc2C)c1C	4%	-1%	-1	-2%	-6	-1%	-3%	-95*	2%	1%	2%
O=C(C1=NN(c2ccccc2)C2C(=O)N(c3ccccc3Cl)C(=O)C12)c1ccccc1 (stereo not given)	36%	-2%	4	11%	-6	-6%	-2%	-32	-12%	0%	1%
O=[N+]([O-])c1ccc(O)c(Nc2ncnc3ccccc23)c1	?	0.54µM*	1	-4%	12	?	14%	-7	?	-18%	1%
CCOc1ccc(-c2nnc3ccc(SCC(=O)Nc4nc5ccccc5s4)nn23)cc1	?	1%	-4	-5%	-9	0%	-1%	-2	-3%	7%	0%
COc1ccc(-c2cc(C(=O)n3cnc4ccccc43)c3ccccc3n2)cc1	?	5.4µM*	-4	-1%	-22	12%	?	-7	?	-17%	7%
Cc1ccc2nc(Br)c3c(c2c1)OC(CBr)C3 (stereo not given)	1%	2%	3	2%	9	-1%	2%	6	-4%	5%	-8%
N#Cc1ccc(C(=O)Nc2ccc3ccccc3c2)cc1	-30%	1.3µM*	0	-8%	-8	0.35µM*	0.45µM*	-11	-2%	-4%	?
CC1CCCC(N2CCN(C(=O)c3ccc([N+](=O)[O-])cc3)CC2)C1 (stereo not given)	-38%	0%	0	-2%	26	-3%	0%	?	-10%	?	-8%
CN(CCCNC(=O)C1CCN(S(=O)(=O)N2CCC3(CC2)OCCO3)CC1)Cc1ccccc1	-24%	-1%	2	0%	5	0%	16%	9	0%	1%	2%
CC(C)(C)n1nc2c(c1NC(=O)COc1ccccc1F)CS(=O)(=O)C2	5%	-3%	-1	-11%	-6	-4%	15%	9	6%	1%	0%
Cc1cc(O)c(/C=N/Nc2ccc(Cl)cc2)c(=O)o1	?	2.7µM*	1	0%	10	20%	15%	7	-15%	0%	10%
Clc1ccccc1C1=Nn2c(nnc2-c2ccncc2)SC1	-19%	3%	0	9%	-2	11%	2%	34	-15%	24%	-12%
CCOCCCNC(=S)N1CCCN(c2nc3cc(C)c(C)cc3cc2C#N)CC1	-16%	1%	-12	0%	-15	-3%	-14%	-2	19%	9%	-10%
COc1ccc(CCNC(=O)c2cc(=O)c3ccc(C)cc3o2)cc1OC	29%	1%&-2%	0	7%	-9	-2%	-21%	-4	-10%	-2%	-10%
CN1C(=O)C(CC(=O)Nc2ccc3c(c2)Cc2ccccc2-3)N(C)C1=O (stereo not given)	34%	-6%	2	0%	-1	2%	-6%	13	6%	2%	-6%
COC(=O)c1ccc(C(=O)OC)nc1	14%	5%	1	-1%	7	3%	-2%	-11	2%	0%	-1%
CN(CC(=O)Nc1ccccc1Br)C(=O)CN(C)C1CCCCC1	/	1%	/	-3%	4	1%	-3%	-4	/	-15%	2%
Cc1nnc(SCc2cccc(CSc3nnc(C)s3)c2)s1	?	?	3	1%	6	?	?	-14	5%	-5%	?

Some of the entries so far, with each value named:
Clc1ccccc1C1=Nn2c(nnc2-c2ccncc2)SC1
  RORg inh: -19%
  FLuc counter: 3%
  FBPA coupling cs: 0
  Tb PFK inh: 9%
  Giardia killer: -2
  NPC1 promoter act: 11%
  Rab9 prom act: 2%
  KCNH2 3.1 block: 34
  VP16 counter: -15%
  uPA surface inh: 24%
  ELG1 genotox: -12%

CCOCCCNC(=S)N1CCCN(c2nc3cc(C)c(C)cc3cc2C#N)CC1
  RORg inh: -16%
  FLuc counter: 1%
  FBPA coupling cs: -12
  Tb PFK inh: 0%
  Giardia killer: -15
  NPC1 promoter act: -3%
  Rab9 prom act: -14%
  KCNH2 3.1 block: -2
  VP16 counter: 19%
  uPA surface inh: 9%
  ELG1 genotox: -10%

Assay outcomes (PubChem)
